Compound activity (PubChem BioAssay)
Anthrax LF prot: inhibitors of Bacillus anthracis lethal factor protease; multiplex microsphere protease cleavage assay, LF; inhibition, % at 10 µM; 360,000 tested, 0.12% active; AID 588501; note: plate controls were buffer without enzyme for full effect and enzyme alone for no effect
Target sequence (P15917 whole entry, looked up): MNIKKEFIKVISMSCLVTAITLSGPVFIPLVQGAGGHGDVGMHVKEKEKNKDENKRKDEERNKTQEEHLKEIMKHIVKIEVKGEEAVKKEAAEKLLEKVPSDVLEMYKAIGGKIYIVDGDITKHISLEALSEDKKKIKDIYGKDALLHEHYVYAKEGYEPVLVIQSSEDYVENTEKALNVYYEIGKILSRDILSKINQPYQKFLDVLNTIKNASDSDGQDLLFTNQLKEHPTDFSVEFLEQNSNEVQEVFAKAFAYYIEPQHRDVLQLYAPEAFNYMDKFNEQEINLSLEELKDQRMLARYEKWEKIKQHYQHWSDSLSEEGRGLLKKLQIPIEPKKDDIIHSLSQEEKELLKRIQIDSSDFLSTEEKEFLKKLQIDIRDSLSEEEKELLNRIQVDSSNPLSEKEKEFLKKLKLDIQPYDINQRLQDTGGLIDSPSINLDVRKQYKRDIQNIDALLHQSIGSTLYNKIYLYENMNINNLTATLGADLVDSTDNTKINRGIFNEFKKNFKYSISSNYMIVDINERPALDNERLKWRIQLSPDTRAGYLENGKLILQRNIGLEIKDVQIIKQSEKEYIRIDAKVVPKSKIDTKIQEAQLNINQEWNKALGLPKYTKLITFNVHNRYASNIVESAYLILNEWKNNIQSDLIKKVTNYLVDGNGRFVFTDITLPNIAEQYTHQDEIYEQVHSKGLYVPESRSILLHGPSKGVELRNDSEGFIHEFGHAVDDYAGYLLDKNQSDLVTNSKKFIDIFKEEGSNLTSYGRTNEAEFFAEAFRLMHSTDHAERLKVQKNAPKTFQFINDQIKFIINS
TcdB inh: TcdB glycohydrolase inhibition | P18177 | TcdB glycohydrolase enzymatic assay, plate reader | inhibition, % at 9.99 µM | 350,000 tested, 0.24% active | AID 652162; in the data active = inhibition above about 10%
BH1578 lux ind: inducers of Vibrio cholerae quorum light production without autoinducers; activation, % at 18.7 µM; AID 588436; V. cholerae BH1578 lux reporter, luminescence, 6 h; 350,000 tested, 0.16% active; in the data active = activation mostly above about 9.7%, no sharp cut-off; inconclusive = no clear call, values can overlap the other calls; inactive = mostly below about 3.7%; note: not every result past the cut was called active; inactives centre near 0; reference of the scale not given here
PrPC TRFRET: reduces human prion protein on the cell surface; inhibition, % at 13.8 µM; cell surface PrPC, TR-FRET read-out; 370,000 tested, 0.43% active; in the data active = inhibition above about 24%; note: 0% = median of the test wells and 100% = reference compound wells
SSB-PriA inh: blocks PriA binding to SSB C-terminal tail; AlphaScreen SSBct-PriA binding, biotinylated peptide; inhibition, % at 33 µM; 430,000 tested, 0.6% active; in the data active = inhibition mostly above about 37%, no sharp cut-off; inactive = mostly below about 20%;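 note: plate controls were negative control peptide for no effect and reference peptide for full effect; strong numbers were not always called active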
PfHsp40 rescue: compounds rescuing yeast from Plasmodium falciparum HSP40 toxicity | S. cerevisiae expressing PfHsp40, growth rescue, ATP luminescence | growth rescue, % at 12.5 µM | 340,000 tested, 0.68% active | AID 504582; in the data active = growth rescue above about 28%, passing the limit was not always enough; inconclusive = no clear call, values can overlap the other calls;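 note: yeast W303a lacking pdr1 and pdr3 grown in galactose medium; growth measured after three days at 30 °C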
Y pestis TopoI: inhibitors of Yersinia pestis topoisomerase I. 360,000 tested, 0.064% active. activity, % at 10 µM. Y. pestis Topo-I cleavage product accumulation, plate reader; in the data active = activity above about 50%, passing the limit was not always enough; inconclusive = no clear call, values can overlap the other calls; note: inactives centre near 2
3CLpro inhibitor: SARS-CoV 3CLpro protease inhibition | P0C6X7 | recombinant SARS-CoV 3CLpro, quenched FRET peptide cleavage | inhibition, % at 6 µM | 290,000 tested, 0.14% active; in the data active = inhibition above about 12%
BoNT A protease: BoNT A light chain protease inhibition | inhibition, % at 10 µM | 360,000 tested, 0.17% active | AID 588499 | multiplex microsphere protease substrate cleavage, flow cytometry; note: plate controls were buffer without enzyme for full effect and enzyme alone for no effect
Numbers without * were called inactive; i = inactive; ? = inconclusive; / = not tested or not shown; & = joins results of further samples. Cut-off read from the data, not from the text of the source, unless noted: active = inhibition above about 30%; inconclusive = no clear call, values can overlap the other calls; inactive = below that. This is a subset, so the mix of outcomes need not match the whole.

SMILES	Anthrax LF prot	TcdB inh	BH1578 lux ind	PrPC TRFRET	SSB-PriA inh	PfHsp40 rescue	Y pestis TopoI	3CLpro inhibitor	BoNT A protease
COC(=O)c1c(NC(=O)C(C)C)sc2c1CCN(Cc1ccccc1)C2	0	1.5	-0.2	-5	-8&-2	0.1	40	-4	0.5
O=C1Nc2ccccc2/C1=C/c1cccnc1	-3	-5.2	-0.2	7	6	-0.3	3	5	-0.8
Cc1cc(NC(=O)C(=O)c2c(C)[nH]c3ccccc23)no1	-2	1.1	-0.4	-2	-11	-0.2	3	5	0.3
Cc1cccc(NC(=O)c2nc[nH]c2C(=O)N[C@@H](CCCCNC(=O)OC(C)(C)C)C(=O)OC(C)(C)C)c1	-8	0.8	0.0	-2	3	1.6	4	/	-0.9
O=C(NC1CC1)C1CCN(S(=O)(=O)c2cc(Cl)ccc2Cl)CC1	-1	-0.1	-0.2	3	-3	-1.8	5	4	-1.6
COC(=O)c1cn(CCC#N)nc1-c1ccc2ccccc2c1	/	1.3	-0.4	0	-10	2.2	-3	0	/
Cc1scc(C(=O)Nc2ccon2)c1-c1ccccc1	-4	/	-1.0	-3	-7	-0.2	2	5	-0.4
O=C(CNC(=O)c1sc2ccccc2c1Cl)NCc1cccc(C(F)(F)F)c1	-4	0.8	-3.8	3	0	-0.5	31	/	-2.7
Fc1ccc(NCc2cccnc2)cc1	-3	/	i	8	-8	0.2	7	-1	0.2
O=C(Nc1nc2c(s1)CCCC2)c1ccc2ncsc2c1	-1	0.9	-0.1	-4	13	0.4	-3	1	-0.3
Cc1ccc(S(=O)(=O)NCC(=O)NC2CCCC2)cc1	0	/	-2.4	-4	-30	-1.9	7	-1	-1.6
O=C(Cc1csc(Nc2nc(=S)[nH]c3ccccc23)n1)N1CCN(c2cccc(Cl)c2)CC1	-5	0.3	-0.6	5	5	-0.6	16	0	-0.5
O=C(COC(=O)/C=C/c1cccc(C(F)(F)F)c1)NCCN1C(=O)CSC1=O	-1	1.8	0.7	-8	/	0.6	-4	/	-0.2
C[C@]12CC[C@H](O)C[C@H]1CC[C@@H]1[C@@H]2C[C@@H](O)[C@]2(C)[C@@H](C3=CC(=O)OC3)CC[C@]12O	0	-4.2	i	2	-4	0.5	5	/	-0.8
Cc1cc(C)n2cc(CSCc3ccccc3)nc2n1	0	1.7	i	-5	-3	-0.9	-3	-3	-0.4
COC(=O)c1cnn(-c2cc(Oc3ccccc3)ncn2)c1N	4	/	-0.4	7	-3	0.3	-3	2	0.1
CC(C(=O)OCC(=O)c1ccc([N+](=O)[O-])cc1)N1C(=O)C2C3C=CC(C3)C2C1=O (stereo unspecified)	-3	-5.6	-0.5	0	-7	-1.4	-6	1	1.1
O=C(Nc1ccc(F)c(F)c1)C1CCCN1S(=O)(=O)c1ccc(F)cc1 (stereo unspecified)	-2	0.7	-0.6	4	-14	0.1	-2	1	-1.7
Cc1cccc(C(=O)Nc2cccc3cccnc23)c1	8	1.5	i	-1	-47	2.5	-16	5	0.3
CC(C)c1ccc(/C=N/NC(=O)C(=O)NCCCN2CCOCC2)cc1	0	-8.8	i	5	/	0.1	-6	1	0.6
Cc1ccc(N2CCN(S(=O)(=O)c3ccc4oc(=O)ccc4c3)CC2)c(C)c1	-5	-0.3	-0.3	3	-5	-1.1	-7	0	4.2
Cc1ccc(S(=O)(=O)NCCC(=O)Nc2cc(F)ccc2C)cc1C	-6	1.2	i	-2	7	0.1	-5	0	-2.0
O=C(NCc1cccs1)c1ccc2ccccc2n1	-2	0.5	-0.4	-2	-16	-0.8	8	-2	-0.5
O=C(O)c1ccccc1C(=O)NCCc1ccc(Cl)cc1	0	0.4	-0.2	-9	-10	-2.1	9	7	-0.6
COc1cccc(CNC(=O)CCS(=O)(=O)c2ccc3c(c2)oc(=O)n3C)c1	0	-0.3	-0.4	-10	4	2.2	4	0	0.4
CCC(=O)NCc1cc(-c2nn(C)c(=O)c3ccccc23)ccc1C	-11	/	i	1	-15	0.2	4	7	0.6
COc1ccc(S(=O)(=O)Nc2c(NC3CCCCC3)c3ccccc3oc2=O)cc1Cl	2	-8.5	-0.8	4	-16	0.7	22	6	-0.2
O=S(=O)(c1cccc2ccccc12)N1CCSC1	-4	/	-2.1	-4	-23	0.3	5	/	-0.1
O=C(Nc1nccs1)c1cnccn1	-3	/	i	-7	1	0.0	8	-4	0.2
COc1ccc(C(C(=O)NC2CCCC2)N(CCC(C)C)C(=O)CCC(=O)Nc2cc(C)on2)cc1 (stereo unspecified)	-1	0.9	-0.1	-5	-3	0.5	23	-4	-0.9

Looked up by compound from the entries so far:
SMILES	Anthrax LF prot	TcdB inh	BH1578 lux ind	PrPC TRFRET	SSB-PriA inh	PfHsp40 rescue	Y pestis TopoI	3CLpro inhibitor	BoNT A protease
O=C(O)c1ccccc1C(=O)NCCc1ccc(Cl)cc1	0	0.4	-0.2	-9	-10	-2.1	9	7	-0.6
COc1ccc(S(=O)(=O)Nc2c(NC3CCCCC3)c3ccccc3oc2=O)cc1Cl	2	-8.5	-0.8	4	-16	0.7	22	6	-0.2
CCC(=O)NCc1cc(-c2nn(C)c(=O)c3ccccc23)ccc1C	-11	/	i	1	-15	0.2	4	7	0.6
O=C(Nc1nccs1)c1cnccn1	-3	/	i	-7	1	0.0	8	-4	0.2

Other entries:
SMILES	Anthrax LF prot	TcdB inh	BH1578 lux ind	PrPC TRFRET	SSB-PriA inh	PfHsp40 rescue	Y pestis TopoI	3CLpro inhibitor	BoNT A protease
CCCc1[nH]nc2c1C(c1cc(OC)ccc1F)C(C#N)=C(N)O2 (stereo unspecified)	-9	0.4	-0.2	-1	-2	-0.4	4	1	4.3
COc1cccc(C(=O)/C=C/Nc2ccc(S(=O)(=O)Nc3cc(OC)nc(OC)n3)cc2)c1	11	0.4	-0.2	-5	-17	-1.7	10	3	4.0
O=C(Nc1ccccc1F)C1CCCC1	0	-0.2	i	6	6	0.6	-2	/	-4.4
O=C(NCCO)c1cc2ccccc2c(=O)s1	-8	/	-0.5	-6	-4&-5	1.0	-3	4	-2.3
CCOc1ccc(NC(=O)CSc2nc3ccsc3c(=O)n2CCCCCC(=O)O)cc1	1	1.4	-0.6	-3	/	/	2	/	0.3
Cc1ccc(N2CC(C(=O)NCc3ccc4c(c3)OCO4)CC2=O)cc1C (stereo unspecified)	-3	/	i	-6	-1	-0.1	17	-2	?
CC(C)c1ccc(C(=O)NCCCN2CCOCC2)cc1	-2	-1.0	i	1	-4	-1.6	13	2	0.6
Cc1cc(C)cc(N(C(=O)c2nsc(Cl)c2Cl)C(C(=O)NC2CCCC2)c2ccc(O)cc2)c1 (stereo unspecified)	0	1.6	-0.4	6	17	0.0	3	3	0.4
Cc1ccccc1C(=O)c1cccn1CC(=O)NC(C)CCc1ccccc1 (stereo unspecified)	0	1.9	1.4	1	2	5.7	17	2	1.4
COc1ccc(-c2coc3c(C)c4oc(=O)c(CC(=O)O)c(C)c4cc23)cc1	17	-1.2	0.6	2	-6	-0.3	14	0	-0.7

Some values from the results shown.
Cc1ccccc1C(=O)c1cccn1CC(=O)NC(C)CCc1ccccc1 (stereo unspecified) | Y pestis TopoI: 17
O=C(NCCO)c1cc2ccccc2c(=O)s1 | PfHsp40 rescue: 1.0

Later entries
SMILES	Anthrax LF prot	TcdB inh	BH1578 lux ind	PrPC TRFRET	SSB-PriA inh	PfHsp40 rescue	Y pestis TopoI	3CLpro inhibitor	BoNT A protease
O=C(Nc1ccc(F)c(Cl)c1)Nc1ccc(Cl)cn1	-2	/	-2.0	2	1	-0.4	-6	-2	-0.8
O=C(Nc1ccccc1)C1CC(O)CN1S(=O)(=O)c1ccc([N+](=O)[O-])cc1 (stereo unspecified)	-2	0.1	-4.7	-39	4	-1.2	2	4	-1.1
CN1CCc2cc3c(c4c2C1Cc1ccccc1-4)OCO3 (stereo unspecified)	-7	1.5	-1.0	-42	14	0.0	-11	-2	1.3
CCN(CC(=O)NCc1ccc(Cl)cc1)Cc1cc(=O)n2ccsc2n1	0	-0.4	-1.1	9	-8	-0.3	4	1	0.1
Cc1ccc(NC(=O)NCc2ccc3[nH]c(C)cc3c2)cc1	-69	0.7	-0.1	6	-4	0.4	4	3	29
O=C(COc1ccc(F)cc1)Nc1ccc(-n2cnnn2)cc1	1	/	i	6	-5	-0.6	4	0	?
Cc1cccc(N2CCN(C(=O)c3cccc(NC4=NC5CS(=O)(=O)CC5S4)c3)CC2)c1C (stereo unspecified)	0	1.2	i	6	7	-0.6	40	1	-0.1
COc1ccc(/C=N/NC(=O)c2cc(-c3ccccc3)nc3ccccc23)c(C(=O)O)c1OC	15	-2.2	i	-6	/	0.2	-11	0	0.3
Cc1ccc(NC(=O)CN(C)CC(=O)Nc2ccccc2Oc2ccccc2)cc1	2	0.8	-1.6	0	7	-0.1	21	-1	-0.1
Cc1ccc(S(=O)(=O)CCC(=O)Nc2nnc(-c3ccc(F)cc3)o2)cc1	-1	-5.4	-0.7	-1	-7	-0.1	-10	/	-1.9
Fc1ccc(NC(=S)N2CCn3cccc3C2c2cccnc2)cc1 (stereo unspecified)	-1	1.8	i	-7	-6	0.0	-3	2	-1.5
COc1ccc(-c2c(C)cc3oc(=O)cc(-c4ccccc4)c3c2C)cc1	-13	0.0	-12	-4	-1	-0.4	18	/	-0.5
O/N=C(\c1ccccc1)c1nccc2ccccc12	-2	-1.3	0.5	3	/	0.9	3	-3	-0.6
CC1(c2nc3ccccc3[nH]2)c2ccccc2C(=O)N1Cc1ccccn1 (stereo unspecified)	1	1.9	/	8	/	/	/	/	0.1
CC(=NCc1ccco1)c1c(O)n(-c2ccc(C)cc2)c(=O)[nH]c1=O	-7	0.8	-0.3	7	3	-0.6	-1	-1	0.4
CCCN(CC(=O)Nc1ccc(Cl)cc1Cl)C(=O)/C=C/c1cccc([N+](=O)[O-])c1	0	-0.1	-3.8	3	-5	-1.0	-2	-3	1.5
CN(c1ccccc1)S(=O)(=O)c1cccc(C(=O)Nc2cccc(C(=O)NC3CC3)c2)c1	/	2.4	i	4	-11	0.2	9	/	/
S=c1[nH]nc(-c2ccc(Br)cc2)n1-c1ccc(Br)cc1	-11	0.8	i	3	-2	1.1	0	2	1.0
CCC(=O)N(Cc1cc2ccc(C)cc2n2nnnc12)C1CCCCC1	-6	/	-7.1	2	-8	-1.1	1	2	-1.1
CC(Nc1ccccc1)c1cccnc1 (stereo unspecified)	-2	0.9	i	5	-4	0.4	-2	-1	-0.3
CCN(c1cccc(C)c1)S(=O)(=O)c1ccc2[nH]c(=O)c(=O)[nH]c2c1	-1	0.7	i	/	-2	-1.5	4	-5	-1.9
NC1=NS(=O)(=O)NC1c1ccc(F)cc1 (stereo unspecified)	-1	0.5	-0.7	4	4	1.1	6	4	-0.5
COc1cccc(CNc2nc3nc(C)cc(C)n3n2)c1	6	/	-0.1	-2	-20	1.4	-8	-2	-0.8
COC(=O)c1c(C(=O)OC)c(-c2ccc(OC)cc2)n2c1CCC2	0	0.6	i	2	-2	4.8	15	-1	-2.5
c1csc(-c2noc(CN3CCc4sccc4C3)n2)c1	-2	0.3	i	-4	2	0.0	-5	-5	-0.6
O=C(NCc1cccs1)c1cc(-c2ccccc2)nc2ccccc12	3	/	-0.2	-10	-5	0.5	21	6	0.1
